# GLP-1R inv ag: inverse agonists of human GLP-1 receptor; P43220; Potency, µM (highest dose often 38.3 µM), for inactives: at the top dose activity change, negative = inhibition, usual class: inhibitors; 1.6% of 410,000 active; AID 624417; HEK293 GLP-1R CRE-luciferase, luminescence, 24 h; GLP-1R form is constitutively active; also: potency is read from the fitted curve at half-maximal effect; % is scaled to controls: 0 for no effect and ±100 for the full control effect; nearly all actives have a fitted effect of over 55% in size
#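 Constitutively active GLP-1R drives a cAMP-responsive luciferase in stably transfected HEK293 cells; test compounds are added after overnight (12 h) attachment and left 24 hr, and signal loss in luminescence marks inhibition.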
# aSyn yeast inh: alpha-synuclein toxicity inhibition in yeast. Yeast expressing alpha-synuclein, growth rescue, BacTiter-Glo, 24 h. Potency, µM (titrated, usually from 46.1 µM), for the others: at the top dose growth rescue (activation), usual class: activators. 0.14% of 370,000 active. AID 652106; also: potency is read from the fitted curve at half-maximal effect; % of control where 0% means no effect; nearly all actives have a fitted effect of over 65% in size
#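 Readout is rescue of growth in alpha-synuclein-expressing yeast, so inhibitors of toxicity appear as activators. Growth after 24 hr at 30 deg C in galactose medium is quantified by luminescence.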
# DRD3 agonist: D3 dopamine receptor (human) agonism. P35462. D3R DiscoveRx beta-arrestin cells, luminescence, 90 min. max activation, %. 0.58% of 410,000 active; in the data active = max activation above about 30%; also: 0% is about no effect; mostly tested at two doses, the higher about 12 µM
# Target sequence (P35462 whole entry, looked up): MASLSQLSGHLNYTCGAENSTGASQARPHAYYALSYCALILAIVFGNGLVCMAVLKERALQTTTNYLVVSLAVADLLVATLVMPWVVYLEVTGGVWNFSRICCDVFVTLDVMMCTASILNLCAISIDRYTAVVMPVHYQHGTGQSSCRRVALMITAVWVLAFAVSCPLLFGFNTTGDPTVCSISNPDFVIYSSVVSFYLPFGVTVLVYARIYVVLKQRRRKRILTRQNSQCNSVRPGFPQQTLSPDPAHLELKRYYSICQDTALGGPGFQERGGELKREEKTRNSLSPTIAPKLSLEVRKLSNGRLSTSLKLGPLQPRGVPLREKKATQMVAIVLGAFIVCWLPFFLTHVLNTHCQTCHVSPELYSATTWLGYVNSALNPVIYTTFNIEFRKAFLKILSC
#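 Agonist-mode cell screen: cells plated at 1500/well and incubated overnight at 37 °C, then exposed to library compounds for 90 min at 37 °C. Detection reagent was added for 30–60 min at room temperature, and luminescence was read.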
# GLP-1R agonist: activates the human GLP-1 receptor. HEK293 GLP-1R CRE-luciferase, luminescence, 4-6 h; cells express a hypersensitive GLP-1R form. AID 624172. P43220. 0.007% of 380,000 active. Potency, µM (highest dose often 45.6 µM), for the others: at the top dose activation, actives largely listed as activators; also: potency is read from the fitted curve at half-maximal effect; % of control where 0% means no effect
# TDP43 rescue: TDP-43 toxicity inhibition in yeast; TDP-43 expressing yeast growth rescue, BacTiter-Glo, 24 h; 1.8% of 410,000 active; AID 652104; Potency, µM (titrated, usually from 46.1 µM), for inactives: at the highest dose growth rescue (activation), hits mostly activators; also: potency is read from the fitted curve at half-maximal effect; % of control where 0% means no effect; nearly all actives have a fitted effect of over 50% in size
#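 Galactose-induced TDP-43 yeast, OD600=0.02, compound pinned; 24 hr, 30 deg C; BacTiter-Glo luminescence for growth. Inhibitors of TDP-43 toxicity read as activators.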
# DRD3 antagonist: antagonists of human D3 dopamine receptor; P35462; D3R cells, DiscoveRx beta-arrestin luminescence, antagonist mode; hits give low values; max response, negative = inhibition, %; 2.5% of 360,000 active; AID 652054; in the data active = max response below about -50%; inconclusive = no clear call, values can overlap the other calls; also: % is scaled to controls: 0 for no effect and ±100 for the full control effect; mostly tested at two doses, the higher about 12 µM
#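 Cells plated overnight at 1500 cells/well, then exposed to library compounds with dopamine controls for 90 minutes at 37 degrees C. DiscoveRx reagent added for 30–60 minutes at room temperature; luminescence read, quantitative HTS format.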
# KB-V1 cytotox: KB-V1 MDR subline cytotoxicity. KB-V1 MDR cells viability, CellTiter-Glo, 72 h. 3.4% of 400,000 active. Potency, µM (highest dose often 46.1 µM), inactives show at the highest dose activity change, negative = cytotoxicity, usual class: cytotoxic. AID 1347076; also: potency is read from the fitted curve at half-maximal effect; % is scaled to controls: 0 for no effect and ±100 for the full control effect; nearly all actives have a fitted effect of over 60% in size
#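 qHTS viability screen in drug-selected KB-V1 MDR cells: 72 h compound treatment at 37 degrees C, ATP luminescence end point.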
# PTHR1 ag: PTHR1 (human) receptor agonism; Q03431; HEK293 GP2 PTHR1 cells, GloSensor cAMP luminescence, 1 h; Potency, µM (titrated, usually from 115 µM), without a hit: at the highest dose activation, usual class: activators; 0.075% of 410,000 active; also: potency is read from the fitted curve at half-maximal effect; nearly all actives have a fitted effect of over 55% in size; some results filed as inactive show a strong effect at the top dose; inactives centre near -15; many of its hits are not listed in these tables
# Target sequence (Q03431 whole entry, looked up): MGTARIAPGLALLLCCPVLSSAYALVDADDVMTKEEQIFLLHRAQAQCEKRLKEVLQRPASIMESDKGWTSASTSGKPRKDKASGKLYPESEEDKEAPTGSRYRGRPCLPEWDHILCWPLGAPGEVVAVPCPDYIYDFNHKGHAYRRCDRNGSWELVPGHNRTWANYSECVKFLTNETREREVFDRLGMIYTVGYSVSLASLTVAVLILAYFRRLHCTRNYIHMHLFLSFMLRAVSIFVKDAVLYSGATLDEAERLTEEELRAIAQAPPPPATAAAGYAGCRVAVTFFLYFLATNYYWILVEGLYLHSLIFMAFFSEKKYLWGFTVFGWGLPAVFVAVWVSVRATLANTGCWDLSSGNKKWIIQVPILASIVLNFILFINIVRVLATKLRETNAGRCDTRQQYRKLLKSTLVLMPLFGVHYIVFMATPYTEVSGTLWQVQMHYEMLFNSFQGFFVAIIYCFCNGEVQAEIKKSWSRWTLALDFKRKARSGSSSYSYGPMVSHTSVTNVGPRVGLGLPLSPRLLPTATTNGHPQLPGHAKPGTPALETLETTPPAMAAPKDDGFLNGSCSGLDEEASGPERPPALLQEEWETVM
#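 HEK-293-derived GP2 cells expressing PTHR1 and a GloSensor cAMP reporter, 3,000/well, plated overnight, given luciferin plus IBMX (each 0.5 mM as added) for 1 h at 37 °C, then compound for 1 h at 37 °C. Luminescence was read after 15 min at room temperature.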
# GLP1R cytotox: cytotoxicity counter-screen for GLP-1 receptor inverse agonists. 0.13% of 410,000 active. Potency, µM (highest dose often 38.3 µM), for the others: at the highest dose activity change, negative = inhibition, hits mostly inhibitors. HEK293 cAMP-luciferase reporter cells, luminescence, 24 h. AID 624418;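 also: loss of luciferase light is scored as toxicity; potency is read from the fitted curve at half-maximal effect; % is scaled to controls: 0 for no effect and ±100 for the full control effect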
#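 To flag toxic compounds, the library was rerun on cells for 24 hr at 37 deg C and 5% CO2. Viability-linked luminescence was captured 12 min after adding luciferase detection reagent.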
# * hit, by the source's call; i = inactive; ? = inconclusive; nt = no result given; [ ] = dose if it differs, or a comment. Unless noted, calls follow the shape of the dose curve; as a rule, active = well fitted curve in the direction sought with a large enough effect; inconclusive = small, poorly fitted or top-dose-only effect, or another doubt; inactive = no such curve, though single readings can be large; an effect the other way counts as inactive or inconclusive. Only part of the results is shown, so the mix of outcomes need not match the whole.
SMILES,GLP-1R inv ag,aSyn yeast inh,DRD3 agonist,GLP-1R agonist,TDP43 rescue,DRD3 antagonist,KB-V1 cytotox,PTHR1 ag,GLP1R cytotox
CC(C)C(=O)N(Cc1ccc2c(c1)OCO2)Cc1ccccn1,0%,1%,-13,0%,-16%,-13,-16%,i,1%
CCNC(=S)NNc1nc(N2CCOCC2)nc(N2CCOCC2)n1,2%,-6%,-29,10%,0%[9.22 µM],-25,-19%,22%,-10%
CCC(C)NS(=O)(=O)c1ccc(OCC(=O)Nc2ccc(F)cc2F)cc1 (stereo not drawn),-4%,2%,2,-4%,15%,24,-1%,-6%,-4%
Cc1snc(S(=O)(=O)Cc2ccccc2Cl)c1C#N,15%,4%,3,-2%,22%,24,?,i,5%
CNC(=O)Nc1ccc(Cl)cc1,19%,-24%,1,0%,16%,-18,14%,?,61%[activator]
c1ccc(-c2cn3cccnc3n2)cc1,6%,-10%,-5,-1%,17%,10,11%,i,0%
CCOC(=O)CN(C(=O)COc1nc(-c2ccccc2)cc(C)c1C#N)c1ccc(F)cc1,5%,-6%,-2,-3%,5%,2,-6%,-12%,6%
COc1cccc(NC(=O)CSc2ccc3nnc(-c4ccncc4)n3n2)c1,57%[activator],0%,12,8%,?,15,3%,-18%,-29%
Cc1cc(C)cc(N2CC(O)Cn3c2nc2c3c(=O)[nH]c(=O)n2C)c1 (stereo not drawn),6%,-6%,3,6%,14%,11,3%,-4%,13%
O=C(NNC(=O)c1ccc(Cl)cc1Cl)c1cccs1,-8%,-1%,8,5%,4%,5,5%,0%,12%
CN1N=C(C(=O)N2CCc3c([nH]c4ccccc34)C2c2c(F)cccc2Cl)CCC1=O (stereo not drawn),-25%,10%,3,10%,17%,-3,?,-29%,19%
Cc1ccc(C(=O)ON=C2CCN(c3ccc([N+](=O)[O-])cc3)CC2)cc1,0%,-4%,1,2%,?,18,-25%,?,-4%
COc1ccccc1C(=O)Nc1nnn(C)n1,1%,-1%,-5,1%,-15%,-29,6%,6%,-3%
O=C1CCC(=O)N1c1cccc(OS(=O)(=O)c2ccccc2)c1,12%,0%,15,-12%,10%,2,0%,-7%,6%
CCc1ccc(-c2nc(CN3CCC(C(=O)NCc4ccco4)CC3)c(C)o2)cc1,-12%,2%,1,-10%,-9%,13,9.2µM*,i,-4%
COc1ccc(OC)c(NC(=O)CN2CCC(C(=O)c3ccc(C)cc3)CC2)c1,-26%,-12%,-12,7%,4%,?,8.2µM*,i,-6%
CCCC(=O)NC(=S)Nc1ccc(N2CCOCC2)c(Cl)c1,-18%,-1%,3,15%,?,-9,6%,i,-28%
Cc1cc(C)cc(-n2nnc(C(=O)NCc3ccco3)c2N)c1,-27%,4%,5,4%,0%,14,-14%,-6%,-26%
Cc1oc2c(C)c3oc(=O)c(CCC(=O)NCCCN4CCOCC4)c(C)c3cc2c1C,3%,-2%,-24,-3%,9%,?,9%,-8%,30%
CCOc1ccc(NC(=O)C2Cc3ccccc3N2C(=O)c2ccccc2)cc1 (stereo not drawn),?,nt,-1,nt,26%,nt,-12%,-29%,0%
S=C(NCc1ccncc1)Nc1ccc(Br)cc1,-21%,-3%,-10,9%,-15%,-18,-25%,-58%[inhibitor],2%
CCOc1cc(-c2nnc(SCC(=O)Nc3ccc(F)c(F)c3)nc2-c2ccc(OC)c(OCC)c2)ccc1OC,8%,nt,5,nt,14%,nt,7%,i,2%
Cc1ccc(Sc2ncccc2C(=O)NCc2cc([N+](=O)[O-])ccc2O)cc1C,76%[activator],3%,-8,9%,1%,0,-3%,-28%,-23%
O=C(NC1CC1)c1ccc(Cn2c(SCc3ccccc3F)nc3cccnc32)cc1,6%,nt,-7,nt,-18%,nt,nt,-39%[inhibitor],-10%
O=C(NCCN1CCN(Cc2ccccc2)CC1)c1ccc(CS(=O)(=O)c2c(Cl)cccc2Cl)o1,1%,-3%,-7,-3%,-2%,-1,?,-11%,-9%

# Pulled one by one from the entries so far:
SMILES,GLP-1R inv ag,aSyn yeast inh,DRD3 agonist,GLP-1R agonist,TDP43 rescue,DRD3 antagonist,KB-V1 cytotox,PTHR1 ag,GLP1R cytotox
Cc1cc(C)cc(-n2nnc(C(=O)NCc3ccco3)c2N)c1,-27%,4%,5,4%,0%,14,-14%,-6%,-26%
CCC(C)NS(=O)(=O)c1ccc(OCC(=O)Nc2ccc(F)cc2F)cc1 (stereo not drawn),-4%,2%,2,-4%,15%,24,-1%,-6%,-4%
O=C(NNC(=O)c1ccc(Cl)cc1Cl)c1cccs1,-8%,-1%,8,5%,4%,5,5%,0%,12%
CCCC(=O)NC(=S)Nc1ccc(N2CCOCC2)c(Cl)c1,-18%,-1%,3,15%,?,-9,6%,i,-28%

# Additional records.
SMILES,GLP-1R inv ag,aSyn yeast inh,DRD3 agonist,GLP-1R agonist,TDP43 rescue,DRD3 antagonist,KB-V1 cytotox,PTHR1 ag,GLP1R cytotox
O=C(/C=C\c1cn(-c2ccccc2)nc1-c1ccccc1)Nc1nccs1,?,-3%,19,-34%[inhibitor],7%,32,?,-25%,-2%
Cc1ccc2[nH]c(CSc3ccccc3)cc(=O)c2c1,-20%,-4%,-1,15%,-8%,11,?,-28%,2%
CCOC(=O)C1CCCN(C(=O)c2cc3ncc(Br)cn3n2)C1 (stereo not drawn),4%,-6%,2,7%,11%,7,0%,0%,5%
CC1CC(C)CN(C(=O)Nc2ccccc2F)C1 (stereo not drawn),5%,-4%,5,0%,20%,8,-3%,i,-13%
O=C(N/C(=C\c1cccc(Br)c1)C(=O)N1CCOCC1)c1ccco1,2%,-4%,-9,3%,2%,0,-17%,-1%,1%
C#CCNC(=O)C[C@@H]1C[C@@]2(C(=O)OCC)CCC=C2N(Cc2ccco2)C1=O,2%,11%,1,-2%,-3%,11,0%,18%,2%
COc1ccc(S(=O)(=O)N(C)c2ccc(C(N)=O)cc2)cc1,7%,7%,8,-7%,-15%,13,-5%,-3%,2%
Cc1ccc(NC(=O)CSc2nnc(NC(=O)c3ccco3)s2)cc1,24%,-3%,5,-3%,-17%,34,1%,i,7%
CCOC(=O)c1sc(NC(=O)CN2C(=O)NC3(CCC(C)CC3)C2=O)c(C(=O)OCC)c1C (stereo not drawn),9%,0%,-12,5%,7%,9,-8%,-3%,3%
Cc1c2cnn(-c3ccccc3)c(=O)c2c(C)n1CC(=O)N1CCN(c2ccc(F)cc2)CC1,-17%,nt,-3,nt,24%,nt,22%,-31%[inhibitor],-6%
Cc1cc(C)c2nc(N3CCC(C(=O)NCCCN4CC(C)CC(C)C4)CC3)sc2c1 (stereo not drawn),?,12%,1,5%,-13%,4,?,i,5%
Cc1ccc(S(=O)(=O)N(C)C[C@H]2Oc3ncc(-c4ccccc4)cc3C(=O)N([C@@H](C)CO)C[C@@H]2C)cc1,?,1%,-2,-2%,11%,13,?,-42%[inhibitor],4%
CCn1nc(C)c(/C=N/NC(=S)Nc2ccc(Cl)cc2Cl)c1C,4µM*,-10%,-3,23%,15%,6,?,i,?
Cc1ccc(C)c(CN2C(=O)c3ccccc3S(=O)c3ccc(C(=O)N4CCOCC4)cc32)c1 (stereo not drawn),15%,nt,-5,-1%,0%,nt,-16%,-61%[inhibitor],-3%
COc1ccccc1/C=C/C(=O)NCC(=O)N/N=C/c1cccnc1,13%,6%,-7,11%,?,-18,0%,i,-7%
COCC(=O)NCCc1ccc(S(N)(=O)=O)cc1,24%,2%,2,-4%,-13%,9,-3%,-24%,18%
NC(=O)C1CCN(CC(=O)Nc2nccs2)CC1,36%[activator],0%,-4,0%,2%,4,0%,i,16%
CN(C(=O)COC(=O)c1ccc(NS(=O)(=O)c2cccs2)cc1)C1CCCCC1,13%,1%,2,0%,-11%,23,-5%,-16%,-4%
Cc1ccn2cc(CNS(=O)(=O)c3ccc(Cl)s3)nc2c1,-7%,-1%,-7,-10%,7%,-4,-11%,i,-30%
O=C(/C=C\Nc1ccc(S(=O)(=O)Nc2ncccn2)cc1)c1ccccc1,31%[activator],-2%,-6,7%,-1%,-1,5%,i,0%
CCC1CCCCN1C(=O)CSc1nnc(-c2cccc(Cl)c2)o1 (stereo not drawn),?,16%,-3,-1%,?,0,-29%,-44%[inhibitor],-9%
C=CCOc1c2ccc(C(=O)NCCc3ccc(C)cc3)cc2nn1C,19%,1%,5,4%,6%,25,0%,i,-14%
CC(=O)Nc1ccc(S(=O)(=O)Nc2c(NC3CCCCC3)c3ccccc3oc2=O)cc1,10%,3%,2,14%,0%,50,26%,i,7%
O=C(Nc1ccccc1)c1ccn[nH]1,33%[activator],-3%,-4,-11%,-16%,-2,0%,-11%[57.5 µM],10%

# Grouped by structure, those above with an NH in an aromatic ring
SMILES,GLP-1R inv ag,aSyn yeast inh,DRD3 agonist,GLP-1R agonist,TDP43 rescue,DRD3 antagonist,KB-V1 cytotox,PTHR1 ag,GLP1R cytotox
Cc1cc(C)cc(N2CC(O)Cn3c2nc2c3c(=O)[nH]c(=O)n2C)c1 (stereo not drawn),6%,-6%,3,6%,14%,11,3%,-4%,13%
CN1N=C(C(=O)N2CCc3c([nH]c4ccccc34)C2c2c(F)cccc2Cl)CCC1=O (stereo not drawn),-25%,10%,3,10%,17%,-3,?,-29%,19%
Cc1ccc2[nH]c(CSc3ccccc3)cc(=O)c2c1,-20%,-4%,-1,15%,-8%,11,?,-28%,2%
O=C(Nc1ccccc1)c1ccn[nH]1,33%[activator],-3%,-4,-11%,-16%,-2,0%,-11%[57.5 µM],10%
